Assay outcomes as filed in PubChem BioAssay.
RAD54 inh: blocks human RAD54 Holliday junction branch migration; Q92698; FAM/BHQ fluorescence; inhibition, % at 10.4 µM; 360,000 compounds, 0.14% hits; AID 602329;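 active = mean normalized replicate activity at least 40 and at least half of replicates scoring 40 or more; inconclusive = only one of the two criteria met; inactive = mean below 40 and under half of replicates reaching 40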;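 note: 0% = median of neutral control wells and 100% = median of positive control wells; inhibitors cause a drop in the FAM fluorescence signal; in these data hits start at about 50%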
RAD52 anneal inh: inhibitors of human RAD52 DNA annealing; inhibition, % at 18.7 µM; AID 651710; 360,000 compounds, 0.46% hits; P43351; recombinant RAD52 DNA annealing, FRET fluorescence;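 active = every replicate showing at least 50% inhibition; inconclusive = mean inhibition at least 50% but not in every replicate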
Target sequence (P43351 whole entry, looked up): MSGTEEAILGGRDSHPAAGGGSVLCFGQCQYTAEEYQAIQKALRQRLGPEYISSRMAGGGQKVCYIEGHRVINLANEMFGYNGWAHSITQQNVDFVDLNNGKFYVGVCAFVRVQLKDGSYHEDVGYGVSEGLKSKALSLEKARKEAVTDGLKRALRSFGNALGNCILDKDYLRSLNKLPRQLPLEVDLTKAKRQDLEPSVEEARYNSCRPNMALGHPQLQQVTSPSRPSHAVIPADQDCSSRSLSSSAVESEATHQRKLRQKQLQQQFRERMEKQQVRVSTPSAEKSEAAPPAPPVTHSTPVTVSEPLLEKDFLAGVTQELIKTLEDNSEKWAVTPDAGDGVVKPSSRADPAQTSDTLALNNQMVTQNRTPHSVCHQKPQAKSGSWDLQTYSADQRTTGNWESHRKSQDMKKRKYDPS
E-sel inducer: induces E-selectin expression in human endothelial cells | 260,000 compounds, 0.37% hits | P16581 | AID 686992 | HUVEC E-selectin immunofluorescence imaging; normalized: neutral wells 0, TNF-alpha wells 100 | activation, % at 7.58 µM;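 active = mean E-selectin-positive cell signal at least 10% of the positive control, reached in at least 60% of replicates, without over 20% cell loss; inconclusive = no rule given, readout overlaps actives, possibly toxicity-flagged; inactive = the rest, including those meeting only one limit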;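 note: in these data hits start at about 27%; measured in HUVEC primary endothelial cells; signal is the percent of cells scored E-selectin positive by PE staining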
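Test system – human umbilical vein endothelial cells (HUVEC), E-selectin induction · Input – 3,000 HUVEC seeded per well · Buffer or medium – EGM-2, gelatin · Compound dosing – single-point compound dose · Detection – immunofluorescence imaging · Measure – percent E-selectin-positive cells · Controls – TNF-alpha high, DMSO low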
XiGFP reactiv: reactivates the inactive X chromosome in mouse fibroblasts | XiGFP mouse fibroblasts, % GFP-positive cells imaging, 3 d; cells co-treated with 5-aza-dC sensitizer; scaled so ellipticine positive control = 100% | 360,000 compounds, 0.055% hits | AID 743238 | activation, % at 7.58 µM;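 active = mean normalized replicate activation at least 10% and every replicate at or above 10%; inconclusive = only one of the two criteria met; inactive = mean below 10% and not all replicates reach 10%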;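 note: 0% = median of on-plate neutral control wells and 100% = ellipticine 6 µM median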
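System: XiGFP fibroblasts, SV40-immortalized. Medium: DMEM plus 5-aza-dC sensitizer. Doses: single point. Timing: 3 d treatment, 15 min room-temperature fixation. Control set: ellipticine 6 µM.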
Casp6 inh: blocks human caspase-6 cleavage activity; AID 686996; inhibition, % at 12.5 µM; 350,000 compounds, 0.53% hits; P55212; purified caspase-6, Z-VEID-R110 cleavage fluorescence;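 active = mean inhibition across replicates at least about 35%, with every replicate also reaching that limit, limit read from the data; inconclusive = only one of the two criteria met; inactive = neither criterion met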;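 note: 0% = median of neutral control wells and 100% = no fluorescence left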
Target sequence (P55212 24-179 limits assumed): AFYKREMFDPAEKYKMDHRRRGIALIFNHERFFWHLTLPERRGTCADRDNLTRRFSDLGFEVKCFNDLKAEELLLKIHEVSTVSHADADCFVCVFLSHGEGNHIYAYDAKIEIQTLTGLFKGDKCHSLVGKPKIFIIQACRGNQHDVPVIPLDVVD
Target sequence (P55212 194-293 limits assumed): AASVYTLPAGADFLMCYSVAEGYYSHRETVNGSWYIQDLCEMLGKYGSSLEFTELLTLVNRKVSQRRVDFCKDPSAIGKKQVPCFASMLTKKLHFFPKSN
DENV2 CPE rescue: inhibitors of DENV2 cytopathic effect. CPE inhibition, % at 9.99 µM. DENV2-infected cells, cytopathic effect rescue, plate reader. 350,000 compounds, 1.7% hits. AID 651640; in the data active = CPE inhibition above about 20%, passing the limit was not always enough; inconclusive = no clear call, values can overlap the other calls; tested in BHK-21 cells;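 note: 0% = median of neutral control wells and 100% = median of positive control wells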
INS-1E GSIS act: primary screen for activators of insulin secretion dependent on glucose, INS-1E cells, GLuc reporter luminescence; INS-1E GLuc reporter insulin secretion, 2-3 h; activation, % at 16.6 µM; 370,000 compounds, 0.61% hits; AID 743287;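 active = lowest replicate activation of at least 40%, so every replicate reaches that level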;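 note: 0% = median of neutral control wells and 100% = median of IBMX positive control wells; some compounds called inactive have numbers as strong as hits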
CFTR F508del cor: correctors of CFTR F508del function in bronchial epithelial cells. CFBE cells, YFP halide quenching; stimulated with forskolin plus potentiator P3; % fluorescence drop versus neutral controls. activity (quench increase), % at 7.58 µM. 350,000 compounds, 0.36% hits;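 active = mean added fluorescence quench of at least 8% versus neutral control, with both replicates also reaching 8%; inconclusive = only one of the mean or replicate conditions met; inactive = mean below 8% and not both replicates reaching 8%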;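 note: cells transiently co-express mutant CFTR-F508del with the halide-sensitive YFP; corrector assay measuring rescue of mutant channel to the surface after 24 h compound exposure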
* hit, by the source's call; i = inactive; ? = inconclusive; . = not tested or not shown; & = joins results of further samples.

SMILES	RAD54 inh	RAD52 anneal inh	E-sel inducer	XiGFP reactiv	Casp6 inh	DENV2 CPE rescue	INS-1E GSIS act	CFTR F508del cor
N#C[C@@H]1[C@@H](c2ccccc2C2=CCCC2)[C@H](CO)N1C(=O)NC1CCCC1	.	-1	0.0	0.1	2	18	-13	-1.5
CS(=O)(=O)c1ccc(Nc2nc(C(N)Cc3ccc(Cl)cc3)cs2)cc1 (configuration not stated)	18	-4	0.0	-0.2	9	-8	.	2.0
CC(=O)Nc1ccc(NC=C(C#N)C#N)cc1	-6	-10	1.5	-0.1	2	.	7	2.5
Cc1cc(C(=O)NN)c(Cl)cc1Cl	1	-8	-0.4	-0.1	-1	14	8	1.6
Cc1noc(C)c1NC(=O)N(C)C[C@H]1Oc2ccc(NS(=O)(=O)c3ccc(Cl)cc3)cc2C(=O)N([C@H](C)CO)C[C@H]1C	2	-27	0.0	0.1	-1	-4	6	0.0
COc1ccc2c3c([nH]c2c1)[C@H](CO)N(S(C)(=O)=O)CC31CCN(CC2CCCCC2)CC1	.	21	0.0	0.1	-3	-2	0	-0.3
O=C(CN1CCCCC1)Nc1nc(-c2ccccc2)cs1	0	-7	-0.2	0.4	-3	2	-1	2.5
Cc1sc(-c2c(C#N)c(N)nc3c2CCCCCC3)cc1[N+](=O)[O-]	-2	-63	-1.9	0.2	1	1	-12	-1.8
C=CCn1c(C(CC)CC)nc2ccccc21	-6	-4	-0.1	0.1	-4	-6	.	-1.3
COc1ccccc1S(=O)(=O)N(C)C[C@@H]1OCc2cnnn2CCCC(=O)N([C@@H](C)CO)C[C@H]1C	-10&3	-13&17	1.8	0.7&-0.2	0&3	-1&-1	3&6	2.1&-4.5
CCc1ccc(NC(=O)CC2C(=O)N(c3cccc(OC)c3)C(=O)N2CCOC)cc1 (configuration not stated)	7	-10	.	0.0	3	-2	.	3.7
O=C(C[C@@H]1CC[C@@H]2[C@H](COC[C@@H](O)CN2Cc2cccc(F)c2)O1)NCC1CCCCC1	1	10	0.0	0.0	-3	-3	-11	2.1
CCOC(=O)c1ccccc1OCc1cc(/C=N/NC(=O)c2ccncc2)ccc1OC	-2	-8	.	0.2	2	-2	12	-0.8
Cc1ccc(S(=O)(=O)Nc2ccc3c(c2)C(=O)N([C@@H](C)CO)C[C@@H](C)[C@@H](CN(C)S(=O)(=O)c2ccc(F)cc2)OCCCC[C@@H](C)O3)cc1	-2	7	-0.2	-1.1	2	-4	1	3.0
O=C(C[C@@H]1CC[C@H]2[C@@H](COC[C@@H](O)CN2Cc2cccc(Cl)c2)O1)NCC1CCCCC1	-5	-5	0.0	0.3	1	4	-11	2.3

Reformatted with values under each structure: 2 of the compounds above.
Fields – RAD54 inh	RAD52 anneal inh	E-sel inducer	XiGFP reactiv	Casp6 inh	DENV2 CPE rescue	INS-1E GSIS act	CFTR F508del cor
> N#C[C@@H]1[C@@H](c2ccccc2C2=CCCC2)[C@H](CO)N1C(=O)NC1CCCC1
→ .	-1	0.0	0.1	2	18	-13	-1.5
> COc1ccc2c3c([nH]c2c1)[C@H](CO)N(S(C)(=O)=O)CC31CCN(CC2CCCCC2)CC1
→ .	21	0.0	0.1	-3	-2	0	-0.3

Next structures:
SMILES	RAD54 inh	RAD52 anneal inh	E-sel inducer	XiGFP reactiv	Casp6 inh	DENV2 CPE rescue	INS-1E GSIS act	CFTR F508del cor
C[C@@H](NC(=O)c1nc[nH]c1C(=O)NCc1ccc(CNC(=O)OC(C)(C)C)cc1)c1ccccc1	-1	-4	0.2	-0.1	-2	-4	-21	1.3
C=CCNC(=O)/C(=C\c1ccc(OC)cc1)NC(=O)c1ccc([N+](=O)[O-])cc1	.	-37	.	0.3	-1	9	-8	2.3
Cc1ccccc1-n1c(SCC(=O)Nc2ccccc2Cl)nc2n[nH]c(C)c2c1=N	-5	3	-0.1	0.2	-1	0	0	-1.8
CO[C@@H]1CN(C)C(=O)c2ccc(NC(=O)c3cccc(F)c3)cc2OC[C@@H](C)NC[C@H]1C	4	6	0.0	0.4	4	31*	8	-0.7
CCCN(C)C[C@H]1Oc2cc(C#CCC3CCCC3)ccc2S(=O)(=O)N([C@@H](C)CO)C[C@@H]1C	.	.	-0.2	-0.6	.	.	11	-0.9
CCCCCCOc1ccc(/C=N/NC(=O)C2CC2)cc1	-9	-18	-1.2	0.2	-1	5	9	-1.0
Cc1ccccc1CNC(=O)C1CCCN(c2nnc(C)c3c(C)n(-c4ccccc4)nc23)C1 (configuration not stated)	0	i	-0.9	0.1	-16	0	1	1.4
CC(c1ccon1)N(C)Cc1c(C(=O)N(C)Cc2ccccc2)nc2ccccn12 (configuration not stated)	-2	7	.	0.0	-3	3	-14	.
COc1cc(OC)cc(C2=Cc3ccc(OC)cc3C(CC(C)=O)N2c2ccc(-c3cncnc3)cc2)c1 (configuration not stated)	.	1	-0.1	0.1	-3	1	-10	0.7
O=C(CN1CCN(Cc2ccccc2)CC1)N1CCN(c2ccccc2)CC1	.	-7	-4.6	0.1	-2	14	6	1.1
Cc1cc(Cn2ccnc2)c(C)c([N+](=O)[O-])c1Cn1ccnc1	-20	-3	-0.2	0.4	-13	5	.	0.3
CCC(c1nnnn1Cc1cccs1)N1CCN(C(=O)c2ccco2)CC1 (configuration not stated)	.	-13	.	0.2	3	12	14	1.1
CC(C)NC(=O)N(C)C[C@H]1Oc2ncc(-c3ccc(C(=O)N(C)C)cc3)cc2C(=O)N([C@H](C)CO)C[C@@H]1C	-2	-1	1.1	-1.4	2	-3	9	0.6
O=C(C[C@@H]1CC[C@@H](NC(=O)Nc2ccccc2)[C@@H](CO)O1)NCc1cccc(F)c1	3	-4	0.8	0.1	-2	6	-1	-0.2
COCCn1c2nc(=O)n(-c3ccccc3)c(=O)c-2nc2ccccc21	.	i	-0.1	-0.1	70*	8	11	3.0
O=C(Nc1ccccc1F)Nc1cccnc1Cl	4	-7	0.0	0.0	-1	1	5	-0.1
CC(=O)c1cccc(NC(=O)c2ccc(OCc3c(C)noc3C)cc2)c1	-4	-7	0.0	0.3	-2	-5	-4	-4.5
CCNC(=O)[C@@H]1[C@@H](CO)[C@@H]2Cn3c(ccc(-c4cccc(OC)c4)c3=O)[C@@H]2N1Cc1nccs1	-8	4	-0.1	0.4	-1	?	3	0.7
C=CCNC(=S)Nc1ccc(C)cc1[N+](=O)[O-]	-9	-4	2.4	0.0	4	0	7	0.0
CCOC(=O)Cc1nc2cc(Cl)ccc2o1	.	2	0.1	-0.1	0	1	-6	0.1
CCOC(=O)C1CCN(C(=O)CCCNC(=O)Cn2cnc3sc(C)c(C)c3c2=O)CC1	-4	-6	2.8	0.2	1	?	1	0.0
C[C@@H]1CN([C@@H](C)CO)C(=O)c2cc(C3=CCCCC3)cnc2O[C@@H]1CN(C)C(=O)c1ccncc1	-9	12	-0.7	0.5	1	1	4	2.7
Cc1cccc(C)c1OCCOCCN1CCN(C)CC1	-17	-10	-0.1	0.0	0	-3	11	6.8
CN(C)C1CN(Cc2cn(Cc3cccc(Cl)c3)nn2)S(=O)(=O)C1 (configuration not stated)	.	-10	-0.1	0.0	-1	-4	8	3.3
COC(=O)c1cc(CN2C(=O)c3ccccc3C2=O)c(O)c([N+](=O)[O-])c1	-14	-16	.	0.0	-1	4	25	-1.8
Cc1ccc(CNC(=O)COC(=O)c2cnc(C)cn2)cc1	.	-11	.	0.0	-2	-2	-3	-0.1
Cn1cc(/C=C2\SC(=S)N(NC(=O)c3cccc(Cl)c3)C2=O)c2ccccc21	.	-249	.	-0.4	-3	-4	-3	0.4
CCc1sc(C(=O)Nc2ccc(OC)c(S(=O)(=O)N3CCOCC3)c2)cc1C	1	-12	.	0.0	0	5	-7	1.0
COc1ccc(-c2ccc(=O)n(Cc3c(F)cccc3Cl)n2)cc1	-7	1	0.2	0.0	-2	2	1	1.3
Cc1noc(C)c1S(=O)(=O)Nc1ccc2c(c1)C(=O)N([C@H](C)CO)C[C@H](C)[C@H](CN(C)C(=O)CCCN(C)C)OCCCC[C@@H](C)O2	3	.	-0.1	0.0	.	-5	14	2.3
CCc1noc(C)c1C(=O)N1CCCC1	.	-18	.	.	3	-2	.	-0.8
CC(=O)Oc1ccc2nc(CN3C(=O)c4ccc([N+](=O)[O-])cc4C3=O)oc(=O)c2c1	.	-14	.	-0.1	2	3	-1	-2.1
CCO/C=C1/C(=O)N(Cc2ccccc2)C(=O)c2ccccc21	.	-6	0.8	0.1	94*	11	-6	-3.4
Cc1csc(Sc2ccc(C(=O)OCC(=O)Nc3ccc(F)cc3[N+](=O)[O-])cc2[N+](=O)[O-])n1	.	-12	.	0.7	1	-2	.	-0.6
COC(=O)C[C@H]1CC[C@H]2[C@@H](COc3ccc(NC(=O)c4ccc(OC)cc4)cc3C(=O)N2C)O1	.	5	0.3	0.2	0	-3	11	2.2
COc1c2occc2c(OC)c2c(=O)cc(C)oc12	4	-1	0.0	0.0	2	9	24	2.3
CN(C)CCNC(C(=O)Nc1cccc(C(F)(F)F)c1)c1ccccc1 (configuration not stated)	-14	-6	-1.1	-0.2	2	-3	18	0.6
CCOC(=O)c1c(C)[nH]c(C)c1S(=O)(=O)NCCc1ccco1	-5	-14	.	0.1	8	5	0	-1.6
CCCNC(=O)N[C@@H]1C=C[C@H](CC(=O)NCCc2ccccc2)O[C@@H]1CO	.	.	0.2	0.5	.	.	0	0.4
O=C(O)CCC(=O)OCCCc1cc2ccccc2c(=O)o1	-2	-12	0.4	-0.1	5	-6	10	1.7
CC(=O)N1CC(C)Sc2ccc(S(=O)(=O)NCc3ccc(F)cc3)cc21 (configuration not stated)	4	-3	0.0	0.2	1	0	-15	-0.3
CCCCOc1ccc(C(=O)NN2CCOCC2)cc1	.	-6	.	0.2	4	9	12	0.5
O=C(C[C@@H]1CC[C@@H]2[C@H](COC[C@H](O)CN2S(=O)(=O)c2cccc(Cl)c2)O1)NC1Cc2ccccc2C1	5	27	0.2	0.2	0	11	-17	-0.9
COCCNC(=O)C1(C)CCN(C(=O)COc2ccc(Cl)cc2Cl)C1 (configuration not stated)	1	-2	-0.1	0.3	0	-9	23	-0.3
CN(C)C(=O)C[C@H]1CC[C@@H](NC(=O)C2CCOCC2)[C@H](CO)O1	-3	-4	12	-0.1	1	-6	3	-2.5
COc1ccc(S(=O)(=O)N[C@H]2CC[C@H](CCn3cc(C(C)C)nn3)O[C@H]2CO)cc1	4	-8	0.1	0.1	0	-4	5	0.6
C[C@@H]1CN([C@H](C)CO)C(=O)c2cc(-c3cncnc3)cnc2O[C@@H]1CN(C)C(=O)Cc1cccnc1	3	3	-0.2	1.5	0	2	4	-2.9
C[C@H]1CN([C@@H](C)CO)C(=O)c2cccc(NC(=O)Nc3ccc4c(c3)OCO4)c2O[C@@H]1CN(C)C	6	0	.	-1.1	4	2	22	-0.6
CN(C)CC#Cc1cccc(-c2nc(C(=O)NCc3ccc4c(c3)OCO4)cc3c2[C@@H](CCO)N(S(=O)C(C)(C)C)C3)c1 (some centres not stated)	-10	-27	.	.	-7	16	.	.
COCC#Cc1ccc2c(c1)O[C@H](CN(C)Cc1ccccc1F)[C@@H](C)CN([C@H](C)CO)S2(=O)=O	5	-23	0.8	-0.3	3	5	-31	-1.1
